# Bioassay records from PubChem BioAssay.
# AddAB inh: less growth of phage-infected E. coli with AddAB; E. coli expressing H. pylori AddAB, absorbance growth; inhibition, % at 11.9 µM; hit rate 0.29% among 330,000; in the data active = inhibition above about 12%;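 note: 0% = vehicle wells of infected cells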
# Wnt act: Wnt/beta-catenin pathway activation; Wnt/beta-catenin reporter cell assay, activator, plate reader; AID 743398; hit rate 1.2% among 300,000; activation, % at 9.35 µM; in the data active = activation above about 30%, passing the limit was not always enough;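 note: 0% = neutral control wells and 100% = positive control wells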
# DAGLB inh: blocks human DAGLB lipase activity; AID 504411; inhibition, % at 5.17 µM; hit rate 0.059% among 340,000; Q8NCG7; HEK293T DAGLB membrane lysate, EnzChek fluorogenic substrate; in the data active = inhibition above about 34%;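 note: 0% = enzyme with vehicle and 100% = wells lacking enzyme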
# Target sequence (Q8NCG7 whole entry, looked up): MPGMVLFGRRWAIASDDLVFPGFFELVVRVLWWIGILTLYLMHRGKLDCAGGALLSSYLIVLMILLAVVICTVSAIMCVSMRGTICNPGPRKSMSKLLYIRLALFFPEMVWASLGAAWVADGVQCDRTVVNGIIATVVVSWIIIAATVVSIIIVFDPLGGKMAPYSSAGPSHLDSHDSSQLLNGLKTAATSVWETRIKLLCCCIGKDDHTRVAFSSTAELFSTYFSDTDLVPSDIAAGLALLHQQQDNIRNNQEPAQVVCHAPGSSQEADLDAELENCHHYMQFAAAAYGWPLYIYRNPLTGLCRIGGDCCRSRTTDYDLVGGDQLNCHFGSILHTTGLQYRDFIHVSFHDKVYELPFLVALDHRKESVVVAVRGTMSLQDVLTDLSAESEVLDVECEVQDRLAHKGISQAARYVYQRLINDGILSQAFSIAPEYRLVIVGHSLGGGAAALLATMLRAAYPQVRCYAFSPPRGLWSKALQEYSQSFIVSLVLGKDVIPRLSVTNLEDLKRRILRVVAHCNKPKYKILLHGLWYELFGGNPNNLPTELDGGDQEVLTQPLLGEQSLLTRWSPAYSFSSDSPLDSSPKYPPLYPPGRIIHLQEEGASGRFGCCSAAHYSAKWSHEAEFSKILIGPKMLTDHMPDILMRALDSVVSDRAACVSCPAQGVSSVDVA
# Tat transport: blocks Tat-dependent protein export in E. coli; hit rate 0.036% among 340,000; E. coli MC4100 TorA-mCherry Tat export, fluorescence; inhibition, % at 10 µM;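 active = mean replicate inhibition at least 50% and at least half of replicates individually reaching 50%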;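 note: exported cargo escapes ClpAP degradation while cytoplasmic cargo is degraded and loses fluorescence; 0% = median of neutral control wells and 100% = median of NaSCN control wells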
# PfHsp90 yeast 2: inhibits growth of yeast expressing Plasmodium falciparum Hsp90; S. cerevisiae expressing PfHsp90, BacTiter-Glo ATP, 48 h; yeast lacking PDR1 and PDR3 efflux regulators; inhibition, % at 9.4 µM; hit rate 0.32% among 310,000;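 active = every replicate shows inhibition above about 80%, whatever the replicate mean, limit read from the data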;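 note: 0% = DMSO neutral controls and 100% = 20 µM radicicol positive controls; yeast relying on Plasmodium falciparum Hsp90 in place of its own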
# CAL PDZ inh: inhibitors of human CAL PDZ peptide binding | Q9HD26 | purified CAL PDZ, TMR-peptide fluorescence polarization, 1 h | inhibition, % at 20 µM | hit rate 0.02% among 330,000;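 active = highest replicate inhibition of at least 40%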;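 note: plate controls were DMSO neutral control wells for no effect and unlabeled competitor peptide control wells for full effect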
#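 Test system: purified CerCALP PDZ construct; Compound dosing: one concentration, 20 µM compound; Also added: TMR-labelled reporter peptide T*-PRC34 bound in PDZ groove; Read-out: inhibition from polarization loss; Controls: unlabelled peptide and DMSO controls; Signal: FP readout, S and P plane fluorescence; Incubation: 1 h at RT.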
# PvdQ acylase: blocks Pseudomonas aeruginosa PvdQ acylase activity; purified PvdQ acylase, fluorescence plate reader; hit rate 0.063% among 340,000; AID 488965; inhibition, % at 10 µM; in the data active = inhibition above about 30%, passing the limit was not always enough;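 note: 0% = vehicle neutral wells and 100% = reference inhibitor wells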
# phage Ecoli inh: E. coli growth loss with phage present; growth absorbance; inhibition, % at 11.9 µM; hit rate 0.26% among 360,000; in the data active = inhibition above about 11%
# Ecoli viability: counter-screen for AddAB inhibitors: E. coli growth inhibition | E. coli V3065 growth, OD600 absorbance, 18 h | inhibition, % at 11.9 µM | hit rate 0.27% among 330,000;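 active = inhibition above the campaign's mean inhibition across all tested compounds plus 3 SD, cut at about 9.9% in these data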;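 note: uninfected addAB+ strain grown without phage in ampicillin broth; 0% = DMSO wells and 100% = ciprofloxacin 0.95 µg/ml wells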
# Rtt109 HAT inh: inhibitors of Candida albicans Rtt109/Vps75 histone acetyltransferase; Q5AAJ8; purified Rtt109/Vps75, ThioGlo CoA-SH fluorescence, 4 h; inhibition, % at 34.9 µM; hit rate 0.16% among 330,000; AID 540336;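 active = inhibition of at least 50% in every replicate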
# Target sequence (Q5AAJ8 whole entry, looked up): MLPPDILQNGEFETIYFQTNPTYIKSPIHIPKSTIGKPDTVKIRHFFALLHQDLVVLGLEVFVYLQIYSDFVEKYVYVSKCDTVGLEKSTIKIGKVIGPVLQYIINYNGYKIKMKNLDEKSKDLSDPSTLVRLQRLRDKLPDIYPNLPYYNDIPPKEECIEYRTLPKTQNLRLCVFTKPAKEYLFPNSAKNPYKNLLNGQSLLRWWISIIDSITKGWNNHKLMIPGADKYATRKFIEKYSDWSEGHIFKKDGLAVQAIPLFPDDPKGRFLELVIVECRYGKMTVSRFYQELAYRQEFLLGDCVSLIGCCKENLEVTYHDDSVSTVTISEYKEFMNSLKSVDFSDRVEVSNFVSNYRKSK
# Numbers without * were called inactive; . = no result given.
SMILES,AddAB inh,Wnt act,DAGLB inh,Tat transport,PfHsp90 yeast 2,CAL PDZ inh,PvdQ acylase,phage Ecoli inh,Ecoli viability,Rtt109 HAT inh
O=C(c1cc(N2C(=O)C3C4CCC(C4)C3C2=O)ccc1Cl)N1CCN(c2ccccc2)CC1 (configuration not stated),0.5,-8,1,4,-2,-0.7,-14,-1.4,-0.8,4
O=c1c(Oc2ccccc2Br)c(C(F)(F)F)oc2c(CN3CCCC3)c(O)ccc12,0.3,.,1,-5,.,-2.4,-6,0.9,-1.9,-7
COc1ccccc1NS(=O)(=O)c1ccc(NC(=O)CCNC(=O)c2ccco2)cc1,3.3,-3,-5,4,.,-1.8,1,0.5,-0.5,12
COc1cc(C(=O)NC(=S)N2CCN(C)CC2)cc(OC)c1OC,-4.2,-1,-2,-1,.,-0.2,-12,2.3,-2.9,2
CCOC(=O)c1c(NC(=S)N2CCN(C)CC2)sc(C)c1-c1ccccc1,.,0,-9,12,-7,-3.9,-1,1.0,.,3
CN(C)c1nc(-c2cccs2)cc(C(F)(F)F)c1C#N,4.1,0,-20,-1,10,0.5,-3,-0.2,3.0,-5
O=C(NC1CCCN(c2ccc(C(F)(F)F)cn2)C1)c1cc(Cl)ccc1F (configuration not stated),0.9,-1,-7,8,-10,-0.4,-13,2.5,-3.6,-10
C=CCOc1c(Br)cc(CNc2ccc(NC(=O)C(C)C)c(OC)c2)cc1OCC,-0.4,2,-1,-3,-1,-3.6,1,2.7,-1.2,7
CCOC(=O)c1c(NC(=O)CCS(=O)(=O)c2ccccc2)sc2c1CCN(C)C2,-2.1,-2,1,8,-17,0.7,-9,-0.8,-4.8,1
Nc1nc(-c2ccco2)cs1,-0.7,.,-3,-1,-9,.,-14,2.3,-0.1,0
NNC(=O)c1cccc(O)c1,4.0,.,2,-3,12,-0.1,-11,1.3,-0.5,1
CC(=O)Nc1ccc(CN2CCN(C3CCCC3)C(CCO)C2)cc1 (configuration not stated),3.4,2,-1,-10,2,-1.3,6,-1.7,-1.5,1
CCc1ccc(NC(=O)Cc2ccc(NC3=NC4CS(=O)(=O)CC4S3)cc2)cc1 (configuration not stated),1.2,-5,4,-5,26,0.0,-5,3.0,-0.9,-5
COc1cc([N+](=O)[O-])cc(/C=N/NC(=O)Cn2cncn2)c1O,1.0,2,2,12,-2,-0.1,-9,-0.2,2.3,-4
COC(=O)c1ccc(NC(=O)[C@H](C)NC(N)=O)cc1,-0.6,-3,0,-2,17,0.4,-16,1.3,0.3,-3
CCOC(=O)CSc1nnc(C2CCCCC2)n1C,4.8,-12,0,-11,.,-1.7,0,0.9,-0.5,-6
Cc1csc2nc3cc(C(N)=O)ccc3c(=O)n12,4.8,9,1,-6,14,-0.5,-16,1.7,0.5,8
Cc1nnc(NC(=O)CSc2nccn2Cc2ccccc2)s1,4.2,0,0,0,-2,-0.3,3,2.1,-0.3,-7
CCCNC(=O)COC(=O)c1ccccc1OCc1ccc(Cl)cc1,-0.4,.,0,3,-12,.,-5,-1.9,-0.3,-2
O=C(CCc1ccccc1)N/N=C/c1cccc([N+](=O)[O-])c1,4.4,-1,1,15,-18,-0.6,-15,2.3,1.3,3
Cc1oc(-c2ccc(Cl)cc2)nc1CN1CCC(C(=O)NCCCN2CCCC2=O)CC1,2.7,-7,0,-3,-19,-1.5,-3,2.0,1.0,10
CCOc1ccc(Cl)cc1CN1CCOCC1,-0.3,.,-6,-1,14,-0.2,12,2.8,-3.6,-5
S=C1NCCc2ccc(Cl)cc2C1c1ccccc1 (configuration not stated),0.0,-4,-3,15,-9,-0.6,-11,1.0,2.2,2
CCOC(=O)Cc1csc(NC(=O)c2cnc3sc(C)cn3c2=O)n1,2.6,3,-1,-11,4,0.3,7,4.0,-0.1,5
O=C(NCC1CCCO1)C(Cc1ccccc1)N1C(=O)C2C3C=CC(C4CC34)C2C1=O (configuration not stated),4.4,-3,1,-3,-8,-2.1,-2,4.0,-1.5,5
# Next part.
SMILES,AddAB inh,Wnt act,DAGLB inh,Tat transport,PfHsp90 yeast 2,CAL PDZ inh,PvdQ acylase,phage Ecoli inh,Ecoli viability,Rtt109 HAT inh
CCN(CC)C(=O)C12C(=O)Oc3ccccc3C1C2(C)C(=O)c1ccc(F)cc1 (configuration not stated),1.1,4,-3,1,16,-0.9,-8,-0.2,-0.5,-5
O=C(NC1CCCCC1)c1cccc2c1C(=O)c1ccc(N3CCC(Cc4ccccc4)CC3)cc1S2(=O)=O,1.1,-8,-16,9,-8,0.7,-3,0.0,2.1,0
Cc1ccc(/C(N)=N/OC(=O)Cc2cccs2)cc1,0.2,.,-12,0,28,0.1,-10,1.8,-2.7,6
COC(=O)c1c(NC(=O)C2CC=CCC2C(=O)O)sc(C)c1C (configuration not stated),-0.1,.,4,7,13,-2.3,4,2.9,-0.4,4
CCOc1ccc(OCC(=O)OCC(=O)Nc2ccccc2C#N)cc1,.,-1,-4,-10,-5,-1.2,-16,-0.7,.,10
CC(C)CCOCC(O)CCC(=O)NNC(=S)Nc1ccccc1 (configuration not stated),3.1,1,-1,-1,3,-0.3,-5,4.9,0.9,1
COc1ccc(CNC(=O)c2cc3cc(OC)ccc3oc2=O)cc1,2.5,3,-1,4,-25,-0.5,-12,1.3,2.1,-3
CCOc1ccc(C(=O)NCC(=O)OCc2c(C)noc2C)cc1,5.1,-1,-2,-4,-16,-0.6,-10,3.7,-0.5,6
O=C(Oc1ccccc1/C=C\C(=O)c1cc2ccccc2o1)c1cccc(F)c1,2.8,.,0,-1,4,-0.2,2,-1.5,0.5,4
CC(C)C(c1nnnn1Cc1ccccc1)N(Cc1ccco1)Cc1cccs1 (configuration not stated),-0.8,.,-10,5,-14,-1.9,-16,2.5,-1.5,-2
CC(=O)Oc1cc2c(c3ccccc13)CCC2=O,.,-1,0,-6,-2,-0.6,-12,3.5,.,4
CCn1nc(C)c(CN2CCCC(CNS(=O)(=O)c3ccc(OC)cc3)C2)c1C (configuration not stated),0.4,-1,0,9,8,1.0,-10,-0.2,-0.4,-2
Cc1cc(C)c2c(c1)-c1c(ssc1=S)C(C)(C)N2C(=O)CSc1nncn1C,1.1,.,12,21,6,-0.1,-7,1.4,-2.6,13
C#CCOCCOCCOCCNc1nc(N2CCN(C(=O)Cn3cc(CCCCN)nn3)CC2)nc(N2CCN(C(=O)[C@H](CCCCN)n3cc(CCCC)nn3)CC2)n1,0.4,-3,3,0,-5,-3.8,-11,1.9,-2.4,20
CCN=C1SC(C(=O)Nc2cccc(Cl)c2)CC(=O)N1CC (configuration not stated),6.7,-1,-4,-6,7,-2.3,0,3.9,3.8,-2
CN(C)C1=NC[C@H](Cc2ccccc2)N1CC1CCCC1,0.7,-4,-2,-5,-5,-0.1,3,0.9,0.3,4
CC(C)C(NC(=O)c1ccc(Cl)cc1Cl)C(=O)N1CCC1 (configuration not stated),0.6,-1,-1,1,-7,0.1,-13,1.2,1.0,-16
CCOC(=O)Cn1cnc2c(nnn2Cc2ccc(Cl)cc2)c1=O,1.3,.,-4,0,3,-0.5,1,1.8,0.4,5
CC(NC(=O)CCSc1nc(-c2ccc3c(c2)OCO3)cc(C(F)(F)F)n1)c1ccccc1 (configuration not stated),2.6,-8,-9,-5,5,-1.4,-17,4.6,0.6,-3
Cc1nn2c(NCCN(C)C)c3c(nc2c1-c1ccccc1)CCCC3,-5.6,0,.,2,21,0.5,5,-5.7,-3.2,1
COc1ccc(C(=O)COc2ccccc2N2C(=O)C3C4C=CC(C4)C3C2=O)cc1 (configuration not stated),2.5,-5,-1,-2,9,0.0,3,0.5,2.4,-6
COc1ccc(OC)c(NC(=O)CSc2nc(=O)n(CCN3CCOCC3)c3c2CCC3)c1,-2.2,-4,-1,2,0,-0.2,-17,1.8,-1.8,-2
Cc1cc(C)n(S(=O)(=O)c2ccc(C(C)(C)C)cc2)n1,0.6,.,0,2,.,.,5,2.0,0.7,10
CC(NC(=O)c1cc2cc([N+](=O)[O-])ccc2oc1=O)C1CCCO1 (configuration not stated),1.8,1,3,-5,8,-0.1,-6,-1.1,1.5,-11
Cc1cc([N+](=O)[O-])ccc1NC(=S)NC(=O)Cc1ccccc1,3.2,.,-6,1,.,-0.6,2,-0.5,1.5,4
# Continuation:
SMILES,AddAB inh,Wnt act,DAGLB inh,Tat transport,PfHsp90 yeast 2,CAL PDZ inh,PvdQ acylase,phage Ecoli inh,Ecoli viability,Rtt109 HAT inh
COc1cccc2cc(C(=O)NC(C)C3CCCO3)c(=O)oc12 (configuration not stated),-0.2,23,-2,-3,.,-1.0,7,1.9,0.0,-22
O=C1CCCN1CCCNC(=S)Nc1cccc2ccccc12,3.1,-1,-3,-3,10,0.1,8,5.6,-0.5,6
CCOCCc1nn2c(=O)cc(CSCC(=O)Nc3ccc(OC)cc3)nc2s1,1.2,0,1,4,-20,-1.4,-6,2.9,0.2,3
CCCc1cc(=O)[nH]c(SCc2ccc(Cl)cc2)n1,-1.8,-1,-6,6,-36,-2.9,-13,3.6,0.0,0
COC(=O)Cc1c(O)ccn(CCc2ccccc2)c1=O,-1.7,1,1,0,-15,0.9,1,3.1,-0.4,-8
CC(C)(C)n1nnnc1C(c1ccc(F)cc1)N(Cc1ccc(F)cc1)Cc1ccco1 (configuration not stated),-0.7,-24,-16,4,16,0.0,-10,1.9,-0.2,7
Cn1c(CCC(=O)Nc2ccc(F)cc2)nc2cc(S(=O)(=O)N3CCOCC3)ccc21,-3.4,-7,1,-11,12,-2.9,-13,5.4,-2.8,11

# Grouped by structure: the compounds so far containing fluorine.
SMILES,AddAB inh,Wnt act,DAGLB inh,Tat transport,PfHsp90 yeast 2,CAL PDZ inh,PvdQ acylase,phage Ecoli inh,Ecoli viability,Rtt109 HAT inh
O=c1c(Oc2ccccc2Br)c(C(F)(F)F)oc2c(CN3CCCC3)c(O)ccc12,0.3,.,1,-5,.,-2.4,-6,0.9,-1.9,-7
CN(C)c1nc(-c2cccs2)cc(C(F)(F)F)c1C#N,4.1,0,-20,-1,10,0.5,-3,-0.2,3.0,-5
O=C(NC1CCCN(c2ccc(C(F)(F)F)cn2)C1)c1cc(Cl)ccc1F (configuration not stated),0.9,-1,-7,8,-10,-0.4,-13,2.5,-3.6,-10
CCN(CC)C(=O)C12C(=O)Oc3ccccc3C1C2(C)C(=O)c1ccc(F)cc1 (configuration not stated),1.1,4,-3,1,16,-0.9,-8,-0.2,-0.5,-5
O=C(Oc1ccccc1/C=C\C(=O)c1cc2ccccc2o1)c1cccc(F)c1,2.8,.,0,-1,4,-0.2,2,-1.5,0.5,4
CC(NC(=O)CCSc1nc(-c2ccc3c(c2)OCO3)cc(C(F)(F)F)n1)c1ccccc1 (configuration not stated),2.6,-8,-9,-5,5,-1.4,-17,4.6,0.6,-3
CC(C)(C)n1nnnc1C(c1ccc(F)cc1)N(Cc1ccc(F)cc1)Cc1ccco1 (configuration not stated),-0.7,-24,-16,4,16,0.0,-10,1.9,-0.2,7
Cn1c(CCC(=O)Nc2ccc(F)cc2)nc2cc(S(=O)(=O)N3CCOCC3)ccc21,-3.4,-7,1,-11,12,-2.9,-13,5.4,-2.8,11
